Compound activity as filed in PubChem.
KDM5B inhibitor: Primary screen for KDM5B Histone Demethylases FDH-coupled qHTS. 2.6% of 220,000 active. KDM5B demethylase, FDH-coupled NADH fluorescence (FDH is formaldehyde dehydrogenase). Lysine-specific demethylase 5B (Homo sapiens), Q9UGL1. Potency, µM (top dose mostly 57.7 µM), inactives show at the highest dose activity change, negative = inhibition, most hits filed as inhibitors; active = well fitted inhibition curve with a large enough effect; inconclusive = small, poorly fitted or top-dose-only effect; inactive = no such curve, though single readings can be large or run the other way; also: 0% is about no effect; nearly all actives have a fitted effect of over 70% in size
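qHTS format, multiple compound concentrations. Buffer 50 mM HEPES pH 7.5/0.01% Tween-20; 200 nM KDM5BΔAP final; 10 min compound preincubation; substrate-mix levels 12.5 µM peptide, 25 µM α-KG, 0.25 mM NAD⁺; 30 min RT; ΔRFU.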
Starred values were filed as active, the others as inactive; & = joins results of further samples; [ ] = dose if it differs, or a comment. Potency is read from the fitted curve at half-maximal effect.

Sample of the layout (3 entries):
COc1cc(CNCCSc2nnnn2C)ccc1OCc1ccc(C)cc1 was read as KDM5B inhibitor 10%.
For Cc1ccc2onc(CC(=O)Nc3cccc(C(F)(F)F)c3)c2c1 the results were KDM5B inhibitor -7%.
CC(C)CN(Cc1cnn(C)c1)C(=O)C1CCN(C(=O)C2CCC2)CC1 was read as KDM5B inhibitor -16%.

Main list (from the top)
COc1cc(CNCCSc2nnnn2C)ccc1OCc1ccc(C)cc1 was read as KDM5B inhibitor 10%.
For Cc1ccc2onc(CC(=O)Nc3cccc(C(F)(F)F)c3)c2c1 the results were KDM5B inhibitor -7%.
CC(C)CN(Cc1cnn(C)c1)C(=O)C1CCN(C(=O)C2CCC2)CC1 was read as KDM5B inhibitor -16%.
For COc1ccc2cc(C(=O)NCC(C)C)c(C)nc2c1 the results were KDM5B inhibitor inconclusive.
`CC(C)CCNc1nc2c([nH]1)c(=O)n(C)c(=O)n2C` gave KDM5B inhibitor -11%.
For CCc1nnc(NC(=O)c2cc(=O)c3cc(C)c(C)cc3o2)s1 the results were KDM5B inhibitor 13%.
For CCC(=O)Nc1ccc2nc(SCCOc3ccc(C)cc3)sc2c1 the results were KDM5B inhibitor inconclusive.
For COc1ccc(Cn2c(=O)n(-c3ccc(C)cc3)c(=O)c3c2c2cc(C)ccc2n3C)cc1 the results were KDM5B inhibitor inconclusive.
Screening COc1ccc(NC(=O)Nc2c(C)noc2-c2ccccc2)cc1 returned KDM5B inhibitor -1%.
For COc1ccccc1NS(=O)(=O)c1cc(-c2cnc(C)o2)ccc1C the results were KDM5B inhibitor 4%.
CC(=O)c1csc(NC(=O)CN(C)S(=O)(=O)c2ccc(F)cc2)n1 was read as KDM5B inhibitor -1%.
COc1ccc(CC(=O)NCCCSc2ccccc2)cc1OC was read as KDM5B inhibitor 21%.
Cc1nn(C)c(C)c1CCNC(=O)C1CCN(C(=O)N2CC3CC(C2)[C@H]2CCCC(=O)N2C3)CC1 (stereo partly drawn) was read as KDM5B inhibitor -14%.
Cc1ccccc1NC(=O)NCCc1c[nH]c2ccccc12 was read as KDM5B inhibitor 31%&5%.
For COc1ccccc1OC(=O)COc1c(C)cc(Br)cc1Cl the results were KDM5B inhibitor 19%.
Screening COC(=O)c1ccc(NC(=O)CSc2nc(C)cc(C)c2C(=O)Nc2ccccc2)cc1 returned KDM5B inhibitor -22%.
`CC(=O)N[C@@H]1CN(Cc2cccn2C)C[C@H]1CO` gave KDM5B inhibitor inconclusive.
For CN1C[C@H](NC(=O)c2cnccn2)CCC[C@@H](C(=O)N(C)Cc2cccnc2)CC1=O the results were KDM5B inhibitor 2%[86.2 µM].
`CC(=O)Nc1ccc(-c2nnc3n(CC(C)C)c(=O)c4ccccc4n23)cc1` gave KDM5B inhibitor -2%.
Cc1ccc2c(CN3CCc4cc(S(N)(=O)=O)ccc43)cc(=O)oc2c1 was read as KDM5B inhibitor -4%.
`O=C1C[C@H]2CC[C@@H](CN1)N2C(=O)c1csc2nc(-c3ccccc3Cl)cn12` gave KDM5B inhibitor inconclusive.
Screening COc1cc(/C=C/C(=O)c2cc3ccccc3oc2=O)cc(OC)c1OC returned KDM5B inhibitor 10%.
For O=C(NCc1ccc(F)cc1)c1c2c(nc3ccccc13)C(=O)N(C1CCCCC1)C2 the results were KDM5B inhibitor -6%.
O=C1c2ccccc2-c2nc3ccccc3n21 was read as KDM5B inhibitor 102%[activator].
Screening CC(Oc1cccc(F)c1)C(=O)NCCc1cccs1 (stereo not drawn) returned KDM5B inhibitor -9%.
For NC(=O)C1(C(=O)N2CCC3(CCCN(CCCc4ccccc4)C3=O)C2)CC1 (stereo not drawn) the results were KDM5B inhibitor -17%.
Screening COc1ccc(Nc2nc(N)c(C(=O)c3ccc(C)cc3C)s2)cc1Cl returned KDM5B inhibitor -24%.
For CC(C)N(CCNC(=O)CCc1ncc(-c2ccc(Cl)cc2)o1)C(C)C the results were KDM5B inhibitor -24%.
Screening O=Cc1c(-c2ccc(Cl)cc2)[nH]c2ccc(Br)cc12 returned KDM5B inhibitor -21%.
`Cc1ccccc1OCCC(=O)OCC(=O)Nc1ccc(C(N)=O)cc1` gave KDM5B inhibitor 29%.
For CC(C)c1ccc(-c2nnn(CCC(=O)Nc3sc4c(c3C#N)CCCC4)n2)cc1 the results were KDM5B inhibitor -6%.
Screening CCN(Cc1ccncc1)C(=O)c1cc(=O)c2ccccc2o1 returned KDM5B inhibitor -13%.
O=C(Nc1cccc(C(F)(F)F)c1)c1cc(S(=O)(=O)N2CCCC2)c[nH]1 was read as KDM5B inhibitor inconclusive.
Screening COc1ccccc1NC(=O)CCS(=O)(=O)c1cc2c3c(c1)CCN3C(=O)CC2 returned KDM5B inhibitor 4%.
For COc1ccc(C[C@H](NC(=O)C2=C[C@@H](NC(=O)Nc3ccc(F)cc3F)[C@@H](O)[C@H](O)C2)C(N)=O)cc1 the results were KDM5B inhibitor 12%.
`CC(C)NC(=O)NC[C@H]1OC[C@@H](NCc2ccccc2O)[C@@H]1O` gave KDM5B inhibitor 57%[activator][86.2 µM].
Screening COc1cc(-c2nc3n(n2)C(c2ccccc2)C2=C(CCCC2=O)N3)cc(OC)c1OC (stereo not drawn) returned KDM5B inhibitor 12%.
`CCCSc1oc(-c2ccccc2)nc1S(=O)(=O)c1ccccc1` gave KDM5B inhibitor inconclusive.
O=C(NC1CCCc2c1[nH]c1c(Cl)cccc21)C1(c2ccccc2)CCOCC1 (stereo not drawn) was read as KDM5B inhibitor 13%.
Screening CCC(=O)Nc1nnc(SCC(=O)NC2CCCC2)s1 returned KDM5B inhibitor 3%.
Screening O=C1c2c(nc(CN3CCC(F)(F)CC3)n2Cc2ccccc2)NCCN1CCOc1ccccc1 returned KDM5B inhibitor -22%.
`CNC(=O)[C@@H](CC(C)C)N1CCC[C@H]1C(=O)N1CCN(C(C)=O)CC1` gave KDM5B inhibitor 23%[86.2 µM].
For CC1(c2ccccc2)N(Cc2ccccc2)C(=O)OC12CCN(Cc1ccc(C#N)cc1)CC2 (stereo not drawn) the results were KDM5B inhibitor -10%.
Cc1ccc(NS(=O)(=O)c2cc3[nH]c(=O)c(=O)[nH]c3cc2C)cc1N(C)C was read as KDM5B inhibitor inconclusive.
CCC[C@H](N)C(=O)N1CCC2(CCC(=O)N(Cc3cnc(C)cn3)C2)CC1 was read as KDM5B inhibitor -17%.
Screening COc1ccc(C)cc1NC(=O)CC1CCCN(c2cnn(C)c(=O)c2)C1 (stereo not drawn) returned KDM5B inhibitor 12%.
Screening COc1ccc(F)cc1S(=O)(=O)N1C[C@@H](C(N)=O)[C@H](C2CCN(C)CC2)C1 returned KDM5B inhibitor -18%.
Cn1nc(CC(=O)Nc2ccc(Cl)c(Cl)c2)c2ccccc2c1=O was read as KDM5B inhibitor 26%.
COc1ccccc1CNC(=O)c1nc(-c2ccccc2)oc1C was read as KDM5B inhibitor 15%.
O=C(/C=C/c1ccncc1)N1CCN(Cc2cccc(C(F)(F)F)c2)CC1 was read as KDM5B inhibitor 25%.
COc1ccc(C(=O)N2CCC(CC(=O)NC3CC3)C2)cc1 (stereo not drawn) was read as KDM5B inhibitor 7%.
`CC(=O)N1CCc2nn(CC(=O)Nc3ccc(F)cc3C)c(=O)cc2C1` gave KDM5B inhibitor 19%.
CN(C(=O)Cc1c[nH]c2ccccc12)C1CCc2nn(C)c(=O)n2CC1 (stereo not drawn) was read as KDM5B inhibitor -11%.
Screening COc1cc(/C=C/c2nc3c(ccc4ccccc43)s2)cc(OC)c1OC returned KDM5B inhibitor -8%.
`COc1cc2c(cc1OC)-c1nnc(-c3cccnc3)n1C(C)(C)C2` gave KDM5B inhibitor 21%.
For CCN(CC)Cc1ccccc1CNC(=O)c1cc2ccc(OC)cc2nc1C the results were KDM5B inhibitor -38%.
`CC(C)NC(=O)c1ccc([N+](=O)[O-])cc1` gave KDM5B inhibitor 15%.
For Cc1cc(C)cc(NS(=O)(=O)c2ccc3[nH]cc(C(=O)NCc4ccco4)c(=O)c3c2)c1 the results were KDM5B inhibitor inconclusive.
For C[C@@H](NS(=O)(=O)c1ccc(Cl)cc1)c1onc(-c2cccnc2)c1C(=O)O the results were KDM5B inhibitor 16%[86.2 µM].
Screening COc1ccc(Nc2nc(-c3cc4cc(Br)ccc4oc3=O)cs2)cc1OC returned KDM5B inhibitor -2%.

7 compounds drawn at random from those above, as already listed:
`CC(C)NC(=O)c1ccc([N+](=O)[O-])cc1` gave KDM5B inhibitor 15%.
Cn1nc(CC(=O)Nc2ccc(Cl)c(Cl)c2)c2ccccc2c1=O was read as KDM5B inhibitor 26%.
Screening COc1cc(/C=C/c2nc3c(ccc4ccccc43)s2)cc(OC)c1OC returned KDM5B inhibitor -8%.
For CCN(CC)Cc1ccccc1CNC(=O)c1cc2ccc(OC)cc2nc1C the results were KDM5B inhibitor -38%.
For C[C@@H](NS(=O)(=O)c1ccc(Cl)cc1)c1onc(-c2cccnc2)c1C(=O)O the results were KDM5B inhibitor 16%[86.2 µM].
CN(C(=O)Cc1c[nH]c2ccccc12)C1CCc2nn(C)c(=O)n2CC1 (stereo not drawn) was read as KDM5B inhibitor -11%.
O=C(/C=C/c1ccncc1)N1CCN(Cc2cccc(C(F)(F)F)c2)CC1 was read as KDM5B inhibitor 25%.

The list goes on:
Screening NC(=O)Cn1nc2sc3ccccc3n2c(=O)c1=O returned KDM5B inhibitor inconclusive.
CN1CC(=O)N(C2CCNC2)Cc2c1ncnc2N(C)Cc1ccc(F)cc1 (stereo not drawn) was read as KDM5B inhibitor -26%[115 µM].
Screening O=C1/C(=C/c2ccccc2F)CSc2ccccc21 returned KDM5B inhibitor -24%.
Screening Cn1c(N2CCCCC2)nc2c1c(=O)n(Cc1ccccc1)c(=O)n2C returned KDM5B inhibitor -5%.
CC(C)CCN1CCC(N2CCN(S(=O)(=O)c3ccc(F)c(Cl)c3)CC2)C1=O (stereo not drawn) was read as KDM5B inhibitor -16%.
O=C(CN1CCc2ccccc2C1)Nc1cccc(S(=O)(=O)N2CCOCC2)c1 was read as KDM5B inhibitor -39%.
Cc1c(-c2cccc(NC(=O)Cc3ccccc3)c2)nc2ncccn12 was read as KDM5B inhibitor inconclusive.
CSc1cccc(NC(=O)N[C@H]2CO[C@H]3[C@@H]2OC[C@H]3O)c1 was read as KDM5B inhibitor -8%[86.2 µM].
`CCOc1ccc(NC(=O)Cn2nc3c(cc2=O)CN(C(C)=O)CC3)cc1` gave KDM5B inhibitor -7%.
For CN1CCCC(CN(CCc2ccccc2)C(=O)c2cc[n+]([O-])cc2)C1 (stereo not drawn) the results were KDM5B inhibitor 33%.
Screening CCOc1ccc2cc(-c3csc(Nc4ccccc4F)n3)c(=O)oc2c1 returned KDM5B inhibitor inconclusive.
Screening CC(C)CC(=O)Nc1nnc(SCc2cc(=O)n3ccccc3n2)s1 returned KDM5B inhibitor -2%.
`CCCn1c(N2CCN(Cc3c(F)cccc3Cl)CC2)nc2c1c(=O)[nH]c(=O)n2C` gave KDM5B inhibitor -2%.
For CS(=O)(=O)c1ccc(C(=O)Nc2ccccc2Cl)cc1 the results were KDM5B inhibitor 15%.
O=C(c1ccc(Cl)nc1)N1CCC2(CC1)C(=O)NCN2Cc1ccc(Cl)cc1 was read as KDM5B inhibitor 0%.
Screening Cc1ccccc1OCC(=O)OCC(=O)Nc1ccc(Cl)cn1 returned KDM5B inhibitor -5%.
Screening COc1ccc(C(=O)Nc2ccc(NC(=O)C34CC5CC(CC(C5)C3)C4)cc2)cc1 returned KDM5B inhibitor -1%.
`CCC(C(=O)Nc1nnc(COc2ccccc2)s1)c1ccccc1` (stereo not drawn) gave KDM5B inhibitor 12%.
O=C(NCCc1ccccc1)c1noc(-c2ccc3c(c2)OCO3)n1 was read as KDM5B inhibitor inconclusive.
`CCN(CC(=O)Nc1ccc(NC(C)=O)cc1)C(=O)c1nn(-c2ccccc2)c2c1CCC2` gave KDM5B inhibitor 19%.
`CCOc1ccc(CNCc2c(C(=O)O)n(Cc3ccccc3F)c3cc(OC)ccc23)cc1` gave KDM5B inhibitor -19%.
`O=C(Cc1cccc(F)c1)N1CCC(Cc2nncn2-c2ccccc2)CC1` gave KDM5B inhibitor 12%.
Screening CCc1ccc(C2CC(=O)Nc3c2c(C)nn3-c2nncc(-c3ccc(F)cc3)n2)cc1 (stereo not drawn) returned KDM5B inhibitor 0%.
For O=C1N[C@@H]2CCN(C(=O)c3ccc4ccccc4c3)[C@@H]2C(=O)N1c1ccc(F)cc1 the results were KDM5B inhibitor -21%[86.2 µM].
Cc1oc(-c2ccccc2F)nc1CSc1nnc(C)n2c1cc1occc12 was read as KDM5B inhibitor -7%.
For C#CCNC(=O)c1nc(-c2ccc(Cl)nc2)c2ccccn12 the results were KDM5B inhibitor inconclusive.
`COc1ccc(C(=O)Nc2nc(-c3ccc(Br)s3)ns2)cc1` gave KDM5B inhibitor -1%.
Screening FC(F)(F)c1cccc(CN2CCOC[C@H](Oc3ccccc3)C2)c1 returned KDM5B inhibitor 2%[86.2 µM].
`COc1ccc(OC)c(NC(=O)[C@H]2C[C@H](CCSC)N[C@]23C(=O)Nc2c(C)cc(Cl)cc23)c1` gave KDM5B inhibitor 0%.
Cc1cccc(C)c1NC(=O)CNC(=O)c1cc2ccc(F)cc2nc1C was read as KDM5B inhibitor 25%.
CC(C)n1cc(CN2CCC(n3nccc3NC(=O)C3CCCC3)CC2)cn1 was read as KDM5B inhibitor 23%.
For Cc1ccc(Cn2c(C)c3cnn(CC(=O)N4CCN(c5cc(C)ccc5C)CC4)c(=O)c3c2C)cc1 the results were KDM5B inhibitor 10%.

This is a subset; rates above refer to the full screens.
